Compound activity from PubChem.
CAL PDZ FP-1 – human CAL PDZ-peptide interaction inhibition | Q9HD26 | purified CAL PDZ, TMR-peptide fluorescence polarization, 1 h | inhibition, % at 20 µM | AID 504414 | 330,000 tested, 0.02% active;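 active = highest replicate inhibition of at least 40%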;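 also: plate controls were DMSO neutral control wells for no effect and unlabeled competitor peptide control wells for full effect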
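Read-out basis: mP drop reported as inhibition | Assay system: Tagged CAL PDZ protein CerCALP, purified | Benchmarks: Unlabelled peptide for full inhibition, DMSO wells as neutral | Schedule: 1 h incubation at room temperature before polarization reading | Buffer or medium: Sodium phosphate/NaCl buffer pH 7.4 with TCEP, IgG, Thesit | Doses: Single point, 20 µM | Measured by: Fluorescence polarization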
SR-BI uptake up – activators of SR-BI mediated HDL lipid uptake; CHO ldlA[mSR-BI] cells, DiI-HDL uptake fluorescence, 3 h; 100 = double the neutral-control signal; activation, % at 12.5 µM; 320,000 tested, 0.096% active;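 active = mean replicate activation of at least 60% and every replicate at or above 60%; inconclusive = mean or all-replicate condition met, but not both; inactive = mean below 60% and not all replicates reaching 60%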;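 also: 0% = median plate neutral-control signal and 100% = twice that signal; values of inactives mirror those of a sister screen read the other way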
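Material: SR-BI-overexpressing, LDLR-lacking CHO cells; schedule: compound exposure 3 h, 37 °C; reagent: DiI-labelled HDL at 10 µg/mL final; technique: bottom-read fluorescence, 550/595 nm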
SR-BI HDL uptake – blocks mouse SR-BI lipid uptake from DiI-HDL; Q61009; ldlA[mSR-BI] CHO cells, DiI-HDL uptake fluorescence, 3 h; inhibition, % at 12.5 µM; 320,000 tested, 0.96% active;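 active = mean replicate inhibition of at least 70% and a set share of replicates each scoring 70 or more; inconclusive = meets just one of the two criteria; inactive = fails both criteria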;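 also: 0% = median of neutral control wells and 100% = median of positive control wells; values of inactives mirror those of a sister screen read the other way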
Target sequence (Q61009 whole entry, looked up): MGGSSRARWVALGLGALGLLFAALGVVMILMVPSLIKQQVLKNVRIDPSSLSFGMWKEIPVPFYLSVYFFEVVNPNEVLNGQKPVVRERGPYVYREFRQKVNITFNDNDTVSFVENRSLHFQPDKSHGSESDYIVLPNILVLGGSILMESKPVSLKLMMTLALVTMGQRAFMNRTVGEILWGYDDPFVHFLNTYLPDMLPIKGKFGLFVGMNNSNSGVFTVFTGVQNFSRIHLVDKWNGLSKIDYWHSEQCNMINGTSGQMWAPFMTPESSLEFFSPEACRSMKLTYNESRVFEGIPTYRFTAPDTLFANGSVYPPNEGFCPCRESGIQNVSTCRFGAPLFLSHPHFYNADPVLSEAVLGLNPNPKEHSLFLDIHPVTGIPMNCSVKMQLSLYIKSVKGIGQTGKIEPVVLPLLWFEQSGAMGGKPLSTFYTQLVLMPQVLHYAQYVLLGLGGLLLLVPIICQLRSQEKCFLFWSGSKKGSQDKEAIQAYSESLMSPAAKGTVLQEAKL
E coli growth – reduces bacterial viability in AddAB counter-screen. E. coli V3065 growth, OD600 absorbance, 18 h. inhibition, % at 11.9 µM. 330,000 tested, 0.27% active. AID 449728;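 active = inhibition above the campaign's mean inhibition across all tested compounds plus 3 SD, cut at about 9.9% in these data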;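 also: uninfected addAB+ strain grown without phage in ampicillin broth; 0% = DMSO wells and 100% = ciprofloxacin 0.95 µg/ml wells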
phage Ecoli inh – E. coli growth loss with phage present; 360,000 tested, 0.26% active; AID 651602; inhibition, % at 11.9 µM; growth absorbance; in the data active = inhibition above about 11%
CAL PDZ FP-2 – CAL PDZ (human) peptide binding inhibition; Q9HD26; purified CAL PDZ, TMR-peptide fluorescence polarization, 1 h; inhibition, % at 24.9 µM; 300,000 tested, 0.92% active; AID 602252;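 active = mean inhibition of at least 30% with at least half of replicates also reaching 30%; inconclusive = no clear call, values can overlap the other calls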;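 also: 0% = DMSO neutral control and 100% = excess unlabeled competitor peptide PRC23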
MITF act – activators of MITF-driven TRPM1 promoter activity in SK-MEL-5 cells; SK-MEL-5 TRPM1-promoter luciferase, 24 h; % of positive control, neutral wells = 0; activation, % at 12.5 µM; 300,000 tested, 0.75% active;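 active = mean activation of at least 80% with every replicate also reaching 80%; inconclusive = mean reaches 80% but some replicate falls short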;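 also: 0% = neutral control wells and 100% = parthenolide positive control wells; values of inactives mirror those of a sister screen read the other way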
Wnt bcat act – activates Wnt/beta-catenin signaling in a reporter cell assay; activator, plate reader; activation, % at 9.35 µM; 300,000 tested, 1.2% active; in the data active = activation above about 30%, passing the limit was not always enough; inconclusive = no clear call, values can overlap the other calls;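 also: 0% = neutral control wells and 100% = positive control wells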
Tat transport – inhibitors of E. coli Tat protein transport; E. coli MC4100 TorA-mCherry Tat export, fluorescence; inhibition, % at 10 µM; 340,000 tested, 0.036% active;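 active = mean replicate inhibition at least 50% and at least half of replicates individually reaching 50%; inconclusive = only one of the two criteria met; inactive = neither criterion met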;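 also: exported cargo escapes ClpAP degradation while cytoplasmic cargo is degraded and loses fluorescence; 0% = median of neutral control wells and 100% = median of NaSCN control wells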
AddAB inh – less growth of phage-infected E. coli with AddAB; 330,000 tested, 0.29% active; inhibition, % at 11.9 µM; E. coli expressing H. pylori AddAB, absorbance growth; in the data active = inhibition above about 12%;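 also: 0% = vehicle wells of infected cells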
The depositor's hits bear a star; u = inconclusive; x = not tested or not shown.

Structure	CAL PDZ FP-1	SR-BI uptake up	SR-BI HDL uptake	E coli growth	phage Ecoli inh	CAL PDZ FP-2	MITF act	Wnt bcat act	Tat transport	AddAB inh
COc1ccc(OC)c(S(=O)(=O)n2nc(C)cc2C)c1	-0.4	-11	11	1.5	2.0	1	-1	2	-4	-0.3
N/C(=N\S(=O)(=O)c1ccc(Cl)cc1)N1CCOCC1	0.8	27	-27	0.5	0.5	-4	-2	1	9	1.4
CCOC(=O)c1ccc(N2C(=O)CC(N3CCN(C(=O)c4ccco4)CC3)C2=O)cc1 (centres undefined)	1.9	8	-8	2.5	1.4	4	3	x	-2	-0.7
CC1(C)C=C(c2ccc(O)cc2)CC(C)(C)N1	-0.1	5	-5	-0.6	1.7	0	12	x	4	-1.0
COc1ccc(OCC(=O)N/N=C(\C)c2ccc(-n3ccnc3)cc2)cc1	-0.7	11	-11	1.9	2.8	-4	0	5	-2	2.0
COCC(C)NC(=O)COCc1cc(-c2ccc3c(c2)OCO3)on1 (centres undefined)	-0.1	-5	5	0.5	-0.6	-5	2	-1	-1	0.3
COc1ccccc1C(=O)NCC(=O)NNC(=O)C1COc2ccccc2O1 (centres undefined)	-1.6	39	-39	2.1	-0.6	0	-3	-1	-2	-0.7
CNC(=O)c1c(C)[nH]c(=S)c(C#N)c1-c1ccco1	0.1	x	x	-0.9	1.8	-3	-4	-1	-1	-1.4
O=C(Cc1ccc(F)cc1)Nc1nnc(SCC(=O)N2CCCCC2)s1	-1.3	11	-11	1.8	3.5	6	2	-2	1	1.4
Cn1nccc1C(=O)Nc1nnc(C2CC2)s1	-0.9	31	-31	2.6	-0.2	-6	-4	0	7	-0.2
O=C1C(=Nc2cccc(Cl)c2)CC(c2ccc(Cl)cc2)N1c1cccc(Cl)c1 (centres undefined)	-0.7	-3	3	x	-0.9	-4	-4	2	0	x
C/C(=N\OCc1nc2ccccc2c(=O)n1/N=C/c1cc(C)cc([N+](=O)[O-])c1O)c1ccccc1	1.1	-1	1	8.5	8.6	7	10	8	-1	8.4

Four entries already listed, sorted by the value under phage Ecoli inh, largest number first.
Molecule | CAL PDZ FP-1 | SR-BI uptake up | SR-BI HDL uptake | phage Ecoli inh | CAL PDZ FP-2 | MITF act | Wnt bcat act | Tat transport | AddAB inh
C/C(=N\OCc1nc2ccccc2c(=O)n1/N=C/c1cc(C)cc([N+](=O)[O-])c1O)c1ccccc1 | 1.1 | -1 | 1 | 8.6 | 7 | 10 | 8 | -1 | 8.4
COc1ccc(OCC(=O)N/N=C(\C)c2ccc(-n3ccnc3)cc2)cc1 | -0.7 | 11 | -11 | 2.8 | -4 | 0 | 5 | -2 | 2.0
N/C(=N\S(=O)(=O)c1ccc(Cl)cc1)N1CCOCC1 | 0.8 | 27 | -27 | 0.5 | -4 | -2 | 1 | 9 | 1.4
COCC(C)NC(=O)COCc1cc(-c2ccc3c(c2)OCO3)on1 (centres undefined) | -0.1 | -5 | 5 | -0.6 | -5 | 2 | -1 | -1 | 0.3

Back to the main list with the 2 entries that preceded the break.
Structure	CAL PDZ FP-1	SR-BI uptake up	SR-BI HDL uptake	E coli growth	phage Ecoli inh	CAL PDZ FP-2	MITF act	Wnt bcat act	Tat transport	AddAB inh
O=C1C(=Nc2cccc(Cl)c2)CC(c2ccc(Cl)cc2)N1c1cccc(Cl)c1 (centres undefined)	-0.7	-3	3	x	-0.9	-4	-4	2	0	x
C/C(=N\OCc1nc2ccccc2c(=O)n1/N=C/c1cc(C)cc([N+](=O)[O-])c1O)c1ccccc1	1.1	-1	1	8.5	8.6	7	10	8	-1	8.4
Cc1ccccc1NC(=O)NCCc1ccc(Cl)cc1	-1.4	-23	23	-1.2	3.3	-4	-1	1	2	-0.8
CCOc1ccc(C(=O)CCC(=O)N2CCC(C(=O)OC)CC2)cc1	0.0	x	x	-2.5	1.8	-2	6	0	6	1.3
Fc1ccc(-n2nnc(-c3cnc4ccccc4c3)n2)cc1	-0.5	22	-22	-0.8	3.0	1	-13	-2	-8	-1.3
COC(=O)c1ccccc1NC(=O)CSCC(=O)Nc1ccccc1	0.4	x	x	-0.8	3.5	3	x	x	1	2.1
NS(=O)(=O)c1ccc(CNC(=O)CNC(=O)c2ccc(Br)o2)cc1	-2.7	x	x	-1.2	-1.4	-3	-6	-3	-4	4.3
COc1cccc(C2c3c(oc4ccccc4c3=O)C(=O)N2c2ccccn2)c1 (centres undefined)	-0.1	21	-21	0.0	0.6	1	-8	0	9	5.3
COc1cccc(/C=C/C(=O)NCCc2ccc3c(c2)OCCO3)c1	-0.3	15	-15	-3.1	2.5	-3	3	0	2	0.4
Cn1ccnc1SCC(=O)Nc1sccc1C#N	-0.3	27	-27	0.2	3.7	-5	x	-2	5	1.9
Cc1nc2ccc(S(=O)(=O)NCC(=O)NCCc3ccc(Cl)cc3)cc2s1	0.0	16	-16	-2.8	0.3	0	7	1	-13	2.0
COC(=O)C1=C(CS(=O)(=O)c2ccccc2)NC(=O)NC1c1ccc(O)cc1 (centres undefined)	-1.1	2	-2	1.0	0.7	-7	-1	2	-4	2.7
CCC/C(=N\NC(=O)c1ccco1)c1ccc(Cl)s1	-3.4	-6	6	x	1.1	-3	-3	1	1	x
COc1cc(NC(=O)c2ccco2)c(OC)cc1NC(=O)Nc1cccc(Cl)c1	-1.3	-64	64	-0.4	2.0	-5	4	-2	4	-0.4
CCc1nnc(NC(=O)CN2C(=O)NC3(CCCC3)C2=O)s1	-0.6	9	-9	0.5	0.6	-4	-15	-4	-10	-0.4
C[C@H](CO)N1C[C@H](C)[C@@H](CN(C)C(=O)Nc2ccc3c(c2)OCO3)Oc2ccc(NC(=O)NC3CCCCC3)cc2C1=O	-0.3	-4	4	1.1	4.1	-1	-2	-2	-4	0.2
Cc1cc(=O)[nH]c(N/N=C/C(C)c2ccccc2)n1 (centres undefined)	-1.4	2	-2	0.3	0.8	-3	4	-1	0	-0.7
CC(C)(C)OC(=O)N1CCC[C@H]1c1nnc(SCc2ccc(Cl)cc2Cl)o1	-0.5	-17	17	1.7	2.4	-2	7	x	19	1.4
CN1CCN(S(=O)(=O)c2ccc(NC(=O)COc3ccccc3Cl)cc2)CC1	-1.0	-14	14	0.0	6.8	-8	-2	-2	-2	-0.2
CCOC(=O)N1CCC(N2CCN(S(=O)(=O)c3ccc(NC(C)=O)cc3)CC2)CC1	-1.5	14	-14	-0.9	-0.2	-3	-2	-4	3	-2.0
CC(=O)c1c(C)n(-c2ccc(C)cc2C)c2ccc(O)cc12	-2.9	-27	27	1.0	-1.2	-5	9	-2	2	2.4
CCCCOC(=O)c1ccc(NC(=O)c2c(N)n(C)c(=O)[nH]c2=O)cc1	x	x	x	-2.0	1.1	x	x	5	x	2.6
COC(=O)C1=CN(c2ccc(OC)cc2)C=C(C(=O)OC)C1c1ccc(C)c([N+](=O)[O-])c1	0.4	-10	10	-0.2	3.4	-2	10	x	-6	1.4
O=C(NCc1ccncc1)c1cccc(S(=O)(=O)Nc2ccc(F)cc2)c1	-2.6	20	-20	x	0.4	-2	5	0	-1	x
CC(C)(C)OC(=O)NCCC(=O)Oc1ccc2ccc(=O)oc2c1	-1.5	12	-9	0.3	x	-3	-5	x	-10	2.7
COc1ccc(-n2nnnc2SCc2nc(N)nc(N3CCOCC3)n2)cc1	0.0	6	-6	3.7	2.6	-2	21	x	-7	2.6
S=C(NCC1CCCO1)Nc1ccc(Cl)cc1Cl (centres undefined)	-1.4	45	-45	0.3	2.2	-7	10	u	3	3.4
CCN(C(=O)COC(=O)c1ccc(F)c(S(=O)(=O)N2CCOCC2)c1)C1CCS(=O)(=O)C1 (centres undefined)	-3.8	2	-2	0.0	2.3	0	8	-2	0	1.3
COc1ccc(NC(=O)COC(=O)CC2CCCC2)cc1Cl	-3.5	13	-13	-1.4	-1.0	-4	-8	2	5	3.5
C/C1=C\CCC2C(/C=C(\C)CC1)OC(=O)C2CN1CCCCC1 (centres undefined)	-0.2	8	-8	0.8	1.0	-2	-6	-2	-7	1.1
COc1ccc(NC(=O)c2ccc3[nH]c(C)c(C)c3c2)cc1	0.0	-58	58	x	2.2	0	88*	16	8	x
O=C(Oc1cccc2cccnc12)c1cccc(-n2cnnn2)c1	0.8	7	-7	-1.1	3.0	-2	9	77*	-7	0.3
N#CC1=C(N)C2=CCCC[C@H]2[C@H](c2ccc(Br)cc2)C1(C#N)C#N	-3.0	-13	13	1.5	x	-4	-13	x	-4	-1.8
COc1ccc(C(=O)NCCN2CCOCC2)cc1S(=O)(=O)Nc1ccc(C)cc1	-1.4	34	-34	-0.2	5.6	-1	-5	-1	7	-0.7
COc1ccccc1N=Nc1c(C)[nH][nH]c1=O	-0.2	-4	4	-2.5	0.2	-3	0	0	0	-1.5
NCCCNc1ccc([N+](=O)[O-])cc1C(F)(F)F	0.7	21	-21	-1.5	7.2	0	15	0	-6	1.7
COc1c(C)cc(C(=O)C2CCCN(Cc3cccc4nccnc34)C2)cc1C (centres undefined)	-2.4	1	-1	0.9	5.8	-2	2	-7	1	-2.3
Cc1ccccc1NC(=O)c1cccc(S(=O)(=O)N2CCOCC2)c1	-2.1	x	x	-4.0	2.6	3	-1	11	0	4.4
O=C(CNC(=O)c1ccc(Br)o1)OCC(=O)c1cccc([N+](=O)[O-])c1	0.5	-9	9	2.3	4.4	-2	-14	-1	-1	3.7
CC(C)c1ccc(NC(=O)c2cccc(Br)c2)cc1	-2.5	-9	9	0.9	6.0	-4	71	56*	-4	2.4
CCC(C)NS(=O)(=O)c1ccc(-c2csnn2)s1 (centres undefined)	-1.5	20	-20	3.3	1.9	-2	-3	x	9	3.9
CC(=O)c1cccc(OCC(=O)Nc2cc(S(=O)(=O)N3CCOCC3)ccc2N2CCCC2)c1	-0.5	38	-38	1.1	3.8	4	4	2	3	0.7
COc1cccc(OC)c1C(=O)N1CCN(c2ccccn2)CC1	-0.5	3	-3	-1.6	4.2	-1	-2	-1	9	-0.6
O=C(COC(=O)c1cccnc1Cl)NCCC1=CCCCC1	-3.8	13	-13	-0.4	3.6	-3	-2	0	2	3.0
COc1ccc(/C=C2\SC(=S)N(CCC(=O)Nc3ccc(C(=O)O)cc3)C2=O)cc1OC	0.5	3	-3	2.4	x	-1	0	x	-1	3.2
Cc1c(CC(=O)O)c(=O)oc2cc(OCc3ccc(Cl)cc3)ccc12	-1.3	11	-11	0.0	2.3	-4	0	7	2	1.6
